High-throughput results (PubChem BioAssay)
INS-1E GSIS act: GLuc luminescence reporter in INS-1E cells, primary screen for activators of glucose-dependent secretion of insulin. INS-1E GLuc reporter insulin secretion, 2-3 h. activation, % at 16.6 µM. 370,000 tested, 0.61% active. AID 743287;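 active = lowest replicate activation of at least 40%, so every replicate reaches that level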;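 note: 0% = median of neutral control wells and 100% = median of IBMX positive control wells; some compounds called inactive have numbers as strong as hits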
FN deposit inh: fibronectin deposition inhibition; inhibition, % at 12.6 µM; AH1F fibroblasts, Alexa488-fibronectin deposition fluorescence, overnight; 350,000 tested, 0.086% active;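 active = mean inhibition across replicates of 30% or more, regardless of how many single replicates reach that level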;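 note: positive control wells lacked labelled fibronectin entirely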
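Material: AH1F fibroblast monolayer depositing Alexa488-labelled fibronectin into matrix | Input: 10000 AH1F cells/well | Medium: DMEM plus 2% serum, read in PBS | Reagent: Alexa488-fibronectin, 24 nM final in well | Compound dosing: One dose per compound, pinned | Schedule: 1 h adhesion, overnight exposure | Measured by: Fluorescence at 485 nm excitation, 525 nm emission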
CFTR F508del cor: correctors of CFTR F508del function in bronchial epithelial cells. CFBE cells, YFP halide quenching; stimulated with forskolin plus potentiator P3; % fluorescence drop versus neutral controls. activity (quench increase), % at 7.58 µM. 350,000 tested, 0.36% active;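 active = mean added fluorescence quench of at least 8% versus neutral control, with both replicates also reaching 8%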;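 note: cells transiently co-express mutant CFTR-F508del with the halide-sensitive YFP; corrector assay measuring rescue of mutant channel to the surface after 24 h compound exposure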
Active calls of the source: *. A portion of the library. The share of hits here may be higher or lower than overall.

SMILES	INS-1E GSIS act	FN deposit inh	CFTR F508del cor
NNC(=O)c1ccc(Cl)cc1Cl	-0.1	-6.2	-3.2
COCCN=C1NN=C(c2ccc(NC(C)=O)cc2)CS1	15.8	-0.7	1.0
Cc1ccc(/C=C/C(=O)OC(C)C(=O)NC2CCCCC2C)o1 (centres undefined)	18.7	4.7	-3.2
COc1cc(OC)c(OC)cc1CN1CCCC(C(=O)c2ccc3c(c2)OCO3)C1 (centres undefined)	29.4	-2.5	-0.3
CNc1ncc(-c2nnnn2-c2ccccc2)c(-c2ccccc2)n1	-0.2	-0.4	-0.9
CC(=O)Nc1sc(N/N=C/c2ccc(C)cc2)nc1-c1ccc(C)cc1	11.1	1.3	-0.8
NC(=O)CN1C(=O)C(=O)N(Cc2ccc(Cl)cc2)C1=O	15.8	4.1	-0.5
O=C(Nc1ccc(F)cc1)C(c1cc2ccccc2o1)N1CCN(c2ccncc2)CC1 (centres undefined)	-1.1	10.6	-0.9
Cc1cc(C)nc(SCC(=O)Nc2ncccn2)n1	5.9	-2.5	-3.8
O=C1NC[C@H](Cc2ccc(O)cc2)N(C[C@@H]2CCCN2C[C@H](Cc2ccc(O)cc2)N2C[C@H](Cc3ccccc3)N(CCc3ccccc3)C(=O)C2=O)C1=O	14.4	2.1	-4.7
CSCC[C@H](NC(=O)[C@@H]1Cc2ccccc2CN1)C(=O)NC1CCCCC1	9.4	3.9	-1.2
O=C(Nc1cc(Cl)ccc1Oc1ccccc1)C1=COCCO1	18.9	-3.6	-0.2
CCOc1ccc(CCN2C(=O)C(=O)N([C@@H](Cc3ccc(O)cc3)CN3CCC[C@H]3CN3C(=O)C(=O)NC[C@@H]3Cc3ccc(O)cc3)C[C@@H]2Cc2ccc(O)cc2)cc1	-14.4	-3.0	-1.7
CC(/C=C1\SC(=S)N(NC(=O)c2ccc(O)cc2)C1=O)=C\c1ccccc1	-5.4	9.4	0.6
CC1=NN(c2nc(-c3ccc(C)cc3)cs2)C(=O)C1N=Nc1cccc(C)c1 (centres undefined)	-10.4	3.3	-0.9
O=C(N/N=C/c1ccc(OCc2cnc(Cl)s2)cc1)c1ccncc1	3.6	-9.9	-0.3
Cn1c(O)c(N=NC(=O)CNC(=O)c2ccco2)c2ccccc21	-28.7	7.3	1.3
Cc1nc2ccc(NC(=O)c3ccc4ccccc4n3)cc2s1	5.8	-8.2	0.5
CCOC(=O)c1c(NC(=S)Nc2ccc(OC)cc2)sc2c1CCC2	13.1	-1.4	0.1
COc1ccc(C(=O)Nc2c(N)nc[nH]c2=O)cc1	6.7	3.2	-1.6
C[C@H](CO)N1C[C@H](C)[C@@H](CN(C)Cc2cccc(F)c2)OCc2ccccc2-c2c(n(C)c3ccccc23)C1=O	-31.6	-8.2	-1.8
CC(C)[C@@H]1Cc2[nH]n(C)c(=O)c2[C@H](c2ccc(F)cc2)O1	9.7	-2.4	-1.9
CCOC1=C2CN(S(=O)(=O)c3ccc(C)cc3)C(c3cccc(Cl)c3)CC2N(S(=O)(=O)c2ccc(Cl)cc2)C(c2ccccc2)C1 (centres undefined)	13.9	-8.7	3.8
CCCc1c(-c2ccc(F)cc2F)ncn1Cc1ccccc1OC	-15.4	-22.8	1.7
Fc1ccc(COc2ccc3ccccc3c2CNc2nn[nH]n2)cc1	-4.0	-0.6	-0.2
O=c1cc(COc2ccccc2[N+](=O)[O-])nc2sccn12	16.0	-8.1	0.7
C=C(C)CNC(=O)CCc1nnc(Cc2cccc(C(F)(F)F)c2)o1	-7.7	0.3	4.6
CC(C)NC(=O)COc1ccccc1C#N	15.6	6.1	-3.1
CC1=C(C(=O)N2CCCCCC2)CC(CC(=O)NCCN2CCOCC2)C(=O)N1Cc1ccc(F)cc1 (centres undefined)	21.2	-12.0	-1.1
C[C@@H](NC(=O)[C@@H]1CCCN1C(=O)[C@@H]1CCCN1C(=O)c1cccs1)c1ccccc1	6.8	-1.9	-0.6
CNC(=S)NN=C(C)c1ccc(OC)cc1O	25.2	-4.4	-7.8
COc1ccc(-c2csc3nc(C(C)(C)C)oc(=O)c23)cc1OC	-7.8	5.0	-4.5
COCCn1c(SCC(=O)NC2CCCC2)nc2cccnc21	-6.3	-2.9	0.8
COc1ccc(CN2C(=O)C(CC(=O)NCCCCc3ccccc3)CC(C(=O)N3CCCCCC3)=C2C)cc1 (centres undefined)	-50.4	1.8	-1.4
Cc1cccc(C)c1-n1nnnc1C1c2ccccc2C(=O)N1CCc1ccc(O)cc1 (centres undefined)	1.2	-2.1	3.7
N#Cc1ccc(C(C(=O)NC2CCCCC2)n2c(=O)c(-c3cc4ccccc4[nH]3)nc3ccccc32)cc1 (centres undefined)	18.6	0.8	4.8
O=C(c1cccs1)N1CCN(S(=O)(=O)c2cccc(Cl)c2Cl)CC1	-0.9	-3.3	2.1
COc1cccc(-c2noc(-c3ccoc3C)n2)c1	4.9	0.9	1.7
C/C(=N\Nc1cc(N2CCOCC2)ncn1)c1cccc([N+](=O)[O-])c1	-9.4	5.8	-1.0
CCCC(=O)Nc1ccc2c(c1)OC[C@@H](C)N(C)C[C@@H](C)[C@H](OC)CN(C)C2=O	11.0	4.0	-0.6

An excerpt from the list above, for reference:
SMILES	INS-1E GSIS act	FN deposit inh	CFTR F508del cor
C[C@H](CO)N1C[C@H](C)[C@@H](CN(C)Cc2cccc(F)c2)OCc2ccccc2-c2c(n(C)c3ccccc23)C1=O	-31.6	-8.2	-1.8
CC(C)[C@@H]1Cc2[nH]n(C)c(=O)c2[C@H](c2ccc(F)cc2)O1	9.7	-2.4	-1.9
CCOC1=C2CN(S(=O)(=O)c3ccc(C)cc3)C(c3cccc(Cl)c3)CC2N(S(=O)(=O)c2ccc(Cl)cc2)C(c2ccccc2)C1 (centres undefined)	13.9	-8.7	3.8
CCCc1c(-c2ccc(F)cc2F)ncn1Cc1ccccc1OC	-15.4	-22.8	1.7
Fc1ccc(COc2ccc3ccccc3c2CNc2nn[nH]n2)cc1	-4.0	-0.6	-0.2

Following part.
SMILES	INS-1E GSIS act	FN deposit inh	CFTR F508del cor
N#Cc1ccc(-c2ccc([C@@H]3[C@H]4CNC[C@@H]3N4Cc3cc(F)ccc3F)cc2)cc1	137.3*	2.5	-2.2
CCC(C)(C)n1nnnc1C(c1cccnc1)N1CCC(Cc2ccccc2)CC1 (centres undefined)	-39.7	-5.3	3.6
CCCNC(=O)CSc1nc2[nH]ncc2c(=O)[nH]1	-11.2	-4.0	1.7
C[C@H](c1ccccc1)N1C[C@H](COCc2ccccc2)Oc2cc(N3CCC[C@@H]3CO)ccc2S1(=O)=O	5.9	-10.6	1.8

Gathered by group, those above with a thiophene ring, fused or not
SMILES	INS-1E GSIS act	FN deposit inh	CFTR F508del cor
CCOC(=O)c1c(NC(=S)Nc2ccc(OC)cc2)sc2c1CCC2	13.1	-1.4	0.1
C[C@@H](NC(=O)[C@@H]1CCCN1C(=O)[C@@H]1CCCN1C(=O)c1cccs1)c1ccccc1	6.8	-1.9	-0.6
COc1ccc(-c2csc3nc(C(C)(C)C)oc(=O)c23)cc1OC	-7.8	5.0	-4.5
O=C(c1cccs1)N1CCN(S(=O)(=O)c2cccc(Cl)c2Cl)CC1	-0.9	-3.3	2.1
